ALOX12 inhib: inhibitors of human 12-lipoxygenase (ALOX12) | P18054 | purified 12-hLO, xylenol orange hydroperoxide absorbance | Potency, µM (doses to about 57.1 µM), for inactives: at the highest dose activity change, negative = inhibition, actives largely listed as inhibitors | 0.12% of 150,000 active | AID 1452; further: potency means the concentration at half of the fitted maximal effect; nearly all actives have a fitted effect of over 55% in size; many of its hits are not listed in these tables
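Lipoxygenase turnover measured by absorbance at 573 and 405 nm after Fe-XO development. Human 12hLO 150 nM, arachidonate 40 uM, pH 7.0 Hepes buffer with detergent; 15 min compound preincubation, 30 min reaction.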
15-hLO-2 inh: 15-hLO-2 (ALOX15B) enzyme inhibition | purified 15hLO-2, xylenol orange hydroperoxide absorbance | Potency, µM (doses to about 57.1 µM), for the others: at the top dose activity change, negative = inhibition, hits mostly inhibitors | O15296 | 0.56% of 110,000 active; further: potency means the concentration at half of the fitted maximal effect; nearly all actives have a fitted effect of over 60% in size; many of its hits are not listed in these tables
Target sequence (O15296 whole entry, looked up): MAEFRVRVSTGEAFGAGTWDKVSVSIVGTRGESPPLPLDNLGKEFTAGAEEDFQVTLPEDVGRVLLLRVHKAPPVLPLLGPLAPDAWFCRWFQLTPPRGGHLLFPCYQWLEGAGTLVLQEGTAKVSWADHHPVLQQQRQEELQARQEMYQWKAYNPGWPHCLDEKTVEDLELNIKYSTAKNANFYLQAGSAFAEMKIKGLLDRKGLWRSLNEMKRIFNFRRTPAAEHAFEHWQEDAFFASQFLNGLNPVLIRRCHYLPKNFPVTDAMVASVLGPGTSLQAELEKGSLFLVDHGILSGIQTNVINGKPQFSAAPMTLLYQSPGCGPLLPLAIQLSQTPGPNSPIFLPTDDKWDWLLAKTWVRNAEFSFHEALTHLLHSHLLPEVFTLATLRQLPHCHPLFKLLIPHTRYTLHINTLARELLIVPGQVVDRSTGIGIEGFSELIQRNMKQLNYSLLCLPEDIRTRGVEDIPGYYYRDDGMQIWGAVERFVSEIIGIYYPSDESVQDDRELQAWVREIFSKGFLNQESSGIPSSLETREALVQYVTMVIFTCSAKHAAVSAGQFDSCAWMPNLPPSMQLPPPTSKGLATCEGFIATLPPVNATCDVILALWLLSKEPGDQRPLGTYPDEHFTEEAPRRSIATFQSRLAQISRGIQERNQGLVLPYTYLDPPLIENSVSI
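Enzyme 50 nM, AA 45 uM, 25 mM Hepes pH 7.5 + 0.01% Triton X-100; cpd preinc 15 min RT, rxn 90 min RT; stop/detect with 200 uM XO + 300 uM Fe(II) in 50 mM H2SO4, 30 min; A573/A405.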
IMPase cell inh: cell-permeable inhibitors of inositol monophosphatase (IMPase). P97697. AID 901. 120,000 tested, under 10 active. inhibition (IP1 accumulation), % at 46.1 µM. CHO-M1 cells, IP1 accumulation, HTRF TR-FRET ratio; active means well fitted curve in the direction sought with a large enough effect in the signal ratio, not every such curve was filed as active; inconclusive means small, poorly fitted or top-dose-only effect, or a change in a side signal; inactive means no such curve, though single readings can be large or run the other way; the % refers to the signal ratio;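 further: cells stimulated with carbachol in lithium chloride buffer; plate controls were DMSO basal wells for no effect and reference inhibitor wells for full effect; higher means more IMPase inhibition seen as more IP1 and lower FRET ratio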
Target sequence (P97697 whole entry, looked up): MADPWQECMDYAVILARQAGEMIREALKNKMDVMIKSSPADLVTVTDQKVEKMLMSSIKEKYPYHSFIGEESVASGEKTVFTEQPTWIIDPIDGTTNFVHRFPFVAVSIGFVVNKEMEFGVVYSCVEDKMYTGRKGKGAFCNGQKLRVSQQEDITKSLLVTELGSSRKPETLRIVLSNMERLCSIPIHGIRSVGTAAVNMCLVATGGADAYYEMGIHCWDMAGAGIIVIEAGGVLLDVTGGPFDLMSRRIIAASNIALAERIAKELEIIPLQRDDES
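Carbachol-driven Gq signalling in CHO-M1 cells (2000/well) generates IP1. Compounds that block IMPase raise IP1 and so reduce the FRET signal from Eu-anti-IP1 and d2-IP1 after a 10 min room-temperature lysis.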
PNC inhibitor: blocks assembly of the perinucleolar compartment; PC3M PTB-GFP, PNC prevalence imaging, 16 h; hits give low values; activity change (PNC), negative = inhibition, % at 10 µM; 3.1% of 140,000 active; AID 2417;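 active means readout at or below -70, meaning at least 70% loss of cells showing the perinucleolar compartment, a nuclear body marking cancer cells; inconclusive means readout between -30 and a set limit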;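 further: plate controls were DMSO wells for no effect and camptothecin positive control wells for full effect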
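Read-out is percentage of cells bearing a perinucleolar compartment, from automated 20x imaging of fixed, Hoechst-stained PC3M PTB-GFP cells. Cells were seeded 4 h, then exposed 16 h to compound (23 nl of library stock) in duplicate plates.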
Starred values were filed as active, the others as inactive; [ ] = remark or other dose. Unless noted, the call rests on the fitted dose curve; in most records, active means well fitted curve in the direction sought with a large enough effect; inconclusive means small, poorly fitted or top-dose-only effect, or another doubt; inactive means no such curve, though single readings can be large; an effect the other way counts as inactive or inconclusive. Unless noted, on the % scale 0 is the no-effect control and ±100 the full control effect. This is a subset (hit frequency here may not be typical).

For CCOc1ccccc1NC(=O)C1CCN(S(=O)(=O)c2c(C)noc2C)CC1 the results were ALOX12 inhib -3%, 15-hLO-2 inh 0%, IMPase cell inh 2 and PNC inhibitor -11.
For O=C(COc1ccccc1)NCCc1nc2ccccc2[nH]1 the results were ALOX12 inhib 2%, 15-hLO-2 inh 6%, IMPase cell inh -11 and PNC inhibitor inconclusive.
Screening CCC(=O)Nc1nc2ccc(NC(C)=O)cc2s1 returned ALOX12 inhib -7%, 15-hLO-2 inh 12%, IMPase cell inh 2 and PNC inhibitor 15.
O=[N+]([O-])c1ccc(N(c2ccccc2)c2ccccc2)cc1 was read as ALOX12 inhib -6%, 15-hLO-2 inh -29%, IMPase cell inh -5 and PNC inhibitor -6.
For Cc1ccc(-c2nnc(SCc3nc(N)nc(Nc4ccccc4C)n3)n2N)cc1 the results were ALOX12 inhib -2%, 15-hLO-2 inh -1%, IMPase cell inh 2 and PNC inhibitor inconclusive.
`CCCCC[n+]1ccn(C2=C([O-])c3ccccc3C(=O)/C2=N\S(=O)(=O)c2ccccc2)c1` gave ALOX12 inhib -1%, 15-hLO-2 inh -20%, IMPase cell inh 13 and PNC inhibitor 95.
`NS(=O)(=O)c1ccc(NC(=S)N2CCN(c3ccc(Cl)c(Cl)c3)CC2)cc1` gave ALOX12 inhib 0% and PNC inhibitor -20.
CC(=O)OCc1ccco1 was read as ALOX12 inhib 0% and 15-hLO-2 inh -12%.
`Cc1cc(C)cc(OCC(=O)Nc2ccc(N3CCN(C(=O)c4ccco4)CC3)cc2)c1` gave ALOX12 inhib -1%, 15-hLO-2 inh -10%, IMPase cell inh 16 and PNC inhibitor 3.
`CC(N)CCCC(C)(C)O` (centres undefined) gave ALOX12 inhib 0% and 15-hLO-2 inh 0%.
CCOC(=O)Nc1nc(-c2ccccc2)c(C)s1 was read as ALOX12 inhib -3%[11.4 µM] and 15-hLO-2 inh 1%[11.4 µM].
For CC1CCCC(C)N1c1nnc(NC(=O)c2cc(-c3ccc(Br)cc3)on2)s1 (centres undefined) the results were ALOX12 inhib 4%, 15-hLO-2 inh 21%, IMPase cell inh -4 and PNC inhibitor 2.
CCOC(Cn1c(-c2ccc(OC)cc2)nc2ccccc21)OCC was read as ALOX12 inhib -4%, 15-hLO-2 inh 6%, IMPase cell inh 6 and PNC inhibitor 8.
Screening Cc1cc(NC(=O)c2cc(C)on2)n(-c2ccccc2)n1 returned ALOX12 inhib -8% and PNC inhibitor 20.
Screening COc1ccccc1Cn1c(-c2ccccc2OC)nc2ccccc21 returned ALOX12 inhib -1%, 15-hLO-2 inh 20%, IMPase cell inh 10 and PNC inhibitor 14.
Cn1cccc1/C=N/NC(=O)C12CC3CC(CC(C3)C1)C2 was read as ALOX12 inhib -2%, IMPase cell inh 10 and PNC inhibitor -7.
`CCCCn1c(=O)nc2n(-c3ccc(Cl)cc3)c3ccccc3cc-2c1=O` gave ALOX12 inhib -1% and PNC inhibitor 20.
COCCn1c(C)cc(C(=O)CSc2ccc(NC(C)=O)cc2)c1C was read as ALOX12 inhib -9%, 15-hLO-2 inh -3%, IMPase cell inh 1 and PNC inhibitor 14.
`CCOC(=O)N1CCN(CC(=O)Nc2c(C(=O)OC)[nH]c3ccccc23)CC1` gave ALOX12 inhib -11%, 15-hLO-2 inh 29%, IMPase cell inh 0 and PNC inhibitor 0.
`CCOc1ccc(/C(O)=C2/C(=O)C(=O)N(CCOCCO)C2c2ccccc2)cc1` (centres undefined) gave ALOX12 inhib -5%, 15-hLO-2 inh 4%, IMPase cell inh inconclusive and PNC inhibitor 25.

Three structures already listed, ordered by count of non-hydrogen atoms, descending.
`Cc1cc(C)cc(OCC(=O)Nc2ccc(N3CCN(C(=O)c4ccco4)CC3)cc2)c1` gave ALOX12 inhib -1%, 15-hLO-2 inh -10%, IMPase cell inh 16 and PNC inhibitor 3.
`CCOc1ccc(/C(O)=C2/C(=O)C(=O)N(CCOCCO)C2c2ccccc2)cc1` (centres undefined) gave ALOX12 inhib -5%, 15-hLO-2 inh 4%, IMPase cell inh inconclusive and PNC inhibitor 25.
CCOC(=O)Nc1nc(-c2ccccc2)c(C)s1 was read as ALOX12 inhib -3%[11.4 µM] and 15-hLO-2 inh 1%[11.4 µM].

The results go on:
Screening Cc1nn(C)c(Oc2ccccc2)c1CCNS(=O)(=O)c1ccccc1 returned ALOX12 inhib 0%, 15-hLO-2 inh 0%, IMPase cell inh 0 and PNC inhibitor inconclusive.
O=[N+]([O-])c1cccc2ccc(/C=C/c3ccc(F)cc3)nc12 was read as ALOX12 inhib -12% and PNC inhibitor -114*.
`Cc1nc2ncnn2c(N2CCN(C(=O)Cc3cccs3)CC2)c1C` gave ALOX12 inhib -14%, 15-hLO-2 inh -29%, IMPase cell inh 20 and PNC inhibitor -15.
For CCOc1cc(/C=N/O)cc(Br)c1OCC(=O)NCc1ccccc1 the results were ALOX12 inhib 0% and PNC inhibitor -20.
For CC(C)(C)C(=O)/C=C(\N)c1ccccn1 the results were ALOX12 inhib -2%, 15-hLO-2 inh -4%, IMPase cell inh 1 and PNC inhibitor inconclusive.
Cc1cnc(C)c(N2CCC(C(=O)NCc3cccs3)CC2)n1 was read as ALOX12 inhib -5%, 15-hLO-2 inh -3%, IMPase cell inh -3 and PNC inhibitor -127*.
For CC(C)(C)NS(=O)(=O)c1cc(C(=O)Nc2sccc2C#N)ccc1Cl the results were ALOX12 inhib -1% and PNC inhibitor 0.
For O=C(NCc1ccco1)c1ccc(=O)[nH]n1 the results were ALOX12 inhib 1%, 15-hLO-2 inh -1%, IMPase cell inh -6 and PNC inhibitor -5.
For CC(C)(C)c1nc2sc3c(c2c(=O)o1)CCCC3 the results were ALOX12 inhib 1%, 15-hLO-2 inh 5%, IMPase cell inh -9 and PNC inhibitor 20.
CCC(C)(C)NC(=O)C(c1ccc(C)cc1)N(Cc1ccco1)C(=O)CCC(=O)Nc1nccs1 (centres undefined) was read as ALOX12 inhib 4%, 15-hLO-2 inh 10%, IMPase cell inh -3 and PNC inhibitor -30.
Cc1csc2nc(=O)c3ccccc3n12 was read as ALOX12 inhib -2%, 15-hLO-2 inh -8%, IMPase cell inh -12 and PNC inhibitor inconclusive.
`Cc1nc2c(C(=O)N3CCOCC3)cnn2c(C)c1Cc1ccc(Cl)cc1` gave ALOX12 inhib 1%, 15-hLO-2 inh -9%, IMPase cell inh -7 and PNC inhibitor 6.
For COC(=O)c1c(NC(=O)c2cccnc2)sc(C)c1C the results were ALOX12 inhib -3%, 15-hLO-2 inh 8%, IMPase cell inh -2 and PNC inhibitor 20.
C=CCn1c(N2CCCC2)nc2c1c(=O)[nH]c(=O)n2C was read as ALOX12 inhib -1%, 15-hLO-2 inh -3%, IMPase cell inh -5 and PNC inhibitor 8.
COc1ccc(C(CC(=O)Nc2cc(OC)cc(OC)c2)n2cccc2)cc1 (centres undefined) was read as ALOX12 inhib -5% and PNC inhibitor 33.
O=C(C1CCN(S(=O)(=O)c2ccc(-n3cnnn3)cc2)CC1)N1CCN(c2ccccc2)CC1 was read as ALOX12 inhib -4%, 15-hLO-2 inh 3%[2.29 µM], IMPase cell inh 13 and PNC inhibitor inconclusive.
For COc1ccc(C(=O)NNC(=S)NC(=O)c2cc(-c3ccccc3)nc3ccccc23)cc1 the results were ALOX12 inhib inconclusive, 15-hLO-2 inh -8%, IMPase cell inh inconclusive and PNC inhibitor 85.
Cc1cccc(N/C(N)=N/c2nc(C(F)(F)F)cc(=O)[nH]2)c1C was read as ALOX12 inhib 7% and PNC inhibitor 65.
`CCOC(=O)CN(C(=O)CSc1nnc(COc2ccc(OC)cc2)n1C)c1ccccc1` gave ALOX12 inhib -2%, 15-hLO-2 inh -2%, IMPase cell inh -1 and PNC inhibitor inconclusive.
`COc1ccc(N2C(=O)C3CCCN3C2c2cccs2)cc1` (centres undefined) gave ALOX12 inhib -2%, 15-hLO-2 inh 5%, IMPase cell inh 5 and PNC inhibitor -8.
For CCCn1c(C)nc2c(N(CCN(CC)CC)CCN(CC)CC)nc(C)nc21 the results were ALOX12 inhib 2% and 15-hLO-2 inh 23%.
Screening Cc1cccnc1NC(=O)c1ccc2nc(N)sc2c1 returned ALOX12 inhib 12%, 15-hLO-2 inh -13%, IMPase cell inh 4 and PNC inhibitor inconclusive.
`CCN1CCCC1Cn1cnc2c([nH]c3cc(OC)ccc32)c1=O` (centres undefined) gave ALOX12 inhib -1%, 15-hLO-2 inh 2%, IMPase cell inh 2 and PNC inhibitor -8.
`CC1CN=C(c2cccn2Cc2ccc(F)cc2Cl)O1` (centres undefined) gave ALOX12 inhib -3%, 15-hLO-2 inh 42%[activator], IMPase cell inh 8 and PNC inhibitor 60.
For C=Cc1c(C)/c2[n-]/c1=C\c1[n-]c(c(CC)c1C)/C=c1\[n-]c3c(c1C)C(=O)C(C(=O)[O-])C=3c1[n-]c(c(C)c1CCC(=O)[O-])\C=2.[Cu].[Na+].[Na+] (centres undefined) the results were ALOX12 inhib inconclusive and 15-hLO-2 inh 7.9µM*.
Screening Cn1nc(C(F)(F)F)c2cc(NC(=O)OCc3ccc(C(C)(C)C)cc3)sc21 returned ALOX12 inhib 4%, 15-hLO-2 inh -11%, IMPase cell inh -5 and PNC inhibitor 8.
O=C(CNS(=O)(=O)c1ccc(C(=O)N2CCCCC2)cc1)N1CCCCC1 was read as ALOX12 inhib -5%, 15-hLO-2 inh 7%, IMPase cell inh 11 and PNC inhibitor -13.
`CCOC(=O)C(C)Oc1ccsc1C(=O)OC` (centres undefined) gave ALOX12 inhib 0%, 15-hLO-2 inh -5%, IMPase cell inh -10 and PNC inhibitor 38.
CCCCCN1C2=NCCN2c2ccccc21 was read as ALOX12 inhib -1% and PNC inhibitor inconclusive.
For CCOC(=O)CSc1nnc(CNC(=O)c2ccc(OC)cc2)n1-c1ccc(OC)cc1 the results were ALOX12 inhib 4%, 15-hLO-2 inh -2%, IMPase cell inh -5 and PNC inhibitor 2.
For CCN(CC)S(=O)(=O)c1ccc2nnn(OCC(=O)Nc3cccc(C#N)c3)c2c1 the results were ALOX12 inhib -4%, 15-hLO-2 inh -4%, IMPase cell inh -7 and PNC inhibitor -24.
Screening C=CCn1c(-c2ccc(OC)cc2)nc2nc3ccccc3nc21 returned ALOX12 inhib -7%, 15-hLO-2 inh -2%, IMPase cell inh 6 and PNC inhibitor 0.
`CN(C)[C@H]1C(=O)C(C(=O)NCN2CCCC2)=C(O)[C@]2(O)C(=O)C3=C(O)c4c(O)cccc4[C@](C)(O)[C@H]3C[C@H]12` gave ALOX12 inhib -16%[11.4 µM] and 15-hLO-2 inh 20%[11.4 µM].
`CC(C)CCN(C)C1CCN(S(=O)(=O)c2cccc(C(F)(F)F)c2)CC1` gave ALOX12 inhib 4%, 15-hLO-2 inh 8%[2.29 µM], IMPase cell inh 6 and PNC inhibitor 4.
Screening CCOc1cc(NC(=S)Nc2ccccc2)c(OCC)cc1NC(=O)c1ccc(OC)cc1 returned ALOX12 inhib -25%, 15-hLO-2 inh 25µM*, IMPase cell inh 5 and PNC inhibitor inconclusive.
For O=C(c1ccccc1)N1CCN=C1c1ccccc1 the results were ALOX12 inhib 3% and PNC inhibitor 23.
Screening COC(=O)CS returned ALOX12 inhib -3% and 15-hLO-2 inh -3%.
COc1cc(/C=C2/S/C(=N/S(=O)(=O)c3ccccc3)NC2=O)c([N+](=O)[O-])cc1OC was read as ALOX12 inhib -12%, 15-hLO-2 inh -17%, IMPase cell inh -1 and PNC inhibitor inconclusive.
For COc1ccc(C(O)c2coc3ccc(O)c(CN(C)C)c23)cc1 (centres undefined) the results were ALOX12 inhib -3%, 15-hLO-2 inh 14%, IMPase cell inh -2 and PNC inhibitor 4.
Cc1ccc(OCCNC(=O)c2cc(-n3cnnc3)ccc2Cl)cc1C was read as ALOX12 inhib 2%, 15-hLO-2 inh 2%, IMPase cell inh 2 and PNC inhibitor 70.

Compound activity (PubChem)
